Assay outcomes (PubChem BioAssay)
PHOSPHO1 inh: PubChem AID 1565. Phosphoethanolamine/phosphocholine phosphatase (Homo sapiens), Q8TCT1. recombinant PHOSPHO1, absorbance phosphatase assay. inhibition, % at 13.3 µM. 290,000 compounds, 1.1% hits; in the data active = inhibition above about 60%
Target sequence (Q8TCT1 whole entry, looked up): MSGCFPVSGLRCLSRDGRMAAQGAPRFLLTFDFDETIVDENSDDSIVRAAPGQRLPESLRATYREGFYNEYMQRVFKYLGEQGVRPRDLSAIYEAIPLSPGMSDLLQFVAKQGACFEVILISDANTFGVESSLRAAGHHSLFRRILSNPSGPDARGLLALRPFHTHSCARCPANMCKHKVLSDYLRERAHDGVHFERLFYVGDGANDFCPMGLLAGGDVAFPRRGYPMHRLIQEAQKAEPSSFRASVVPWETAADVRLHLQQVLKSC
OXTR ag: human OXTR agonists, primary screen, fluorescence, CHO-OTR cells, Fluo-8 calcium | Oxytocin receptor (Homo sapiens), P30559 | Fluo-8 calcium fluorescence; normalized: DMSO 0%, oxytocin 100% | activation, % at 3 µM | 320,000 compounds, 0.32% hits;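 active = activation above the mean of all tested compounds plus 3 SD, cutoff set per screening run, cut at about 20% in these data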;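 note: peak over basal fluorescence ratio from a 100 s FLIPR kinetic read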
DNA FID counter: compounds displacing fluorescent DNA intercalator, primary screen, artefact control for HCV NS3 helicase inhibitor project, biochemical, FID fluorescence | DNA fluorescent intercalator displacement | inhibition, % at 7.9 µM | 290,000 compounds, 0.17% hits | AID 1845, 2009; in the data active = inhibition above about 37%;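 note: 0% = vehicle and 100% = reference compound; higher means more ethidium bromide displaced from hairpin DNA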
MEKK2 mut-MEK5: MEK5 binding signal on mutant MEKK2 PB1, primary screen, biochemical, multiplex bead flow cytometry, Alexa488-MEK5; Alexa488-MEK5 binding to MEKK2 mutant; percent response, % at 10 µM; 290,000 compounds, 0.35% hits; AID 1530, 2009; in the data active = percent response above about 24%, passing the limit was not always enough; note: inactives centre near 1; some results filed as inactive read as strong as hits; reference of the scale not given here
MEKK2 WT-MEK5: modulators of MEK5 binding to wildtype MEKK2, primary screen, biochemical, multiplex bead flow cytometry, Alexa488-MEK5; Alexa488-MEK5 binding to MEKK2 WT; actives lie on both sides; binding response (% of control), % at 10 µM; 290,000 compounds, 1.1% hits; in the data active = binding response below about 67% or above about 130%
GPR7 antag: GPR7 receptor antagonists, primary screen, cell-based, fluorescence, single concentration; GPR7-expressing cells, fluorescence antagonist assay; inhibition, % at 4.4 µM; 290,000 compounds, 1.1% hits; AID 1861, 2009; in the data active = inhibition above about 16%, passing the limit was not always enough;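 note: cells stimulated with the agonist NPW; 0% = agonist with vehicle and 100% = vehicle without agonist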
M18AAP inhibitor: PfM18AAP inhibitors, malaria aminopeptidase, primary screen, biochemical, QFRET, recombinant enzyme. inhibition, % at 7.35 µM. M18 aspartyl aminopeptidase (Plasmodium falciparum 3D7). H-Glu-NHMec fluorogenic cleavage. 290,000 compounds, 1.2% hits;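 active = inhibition above the campaign mean inhibition over all tested compounds plus 3 SD, cut at about 28% in these data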;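 note: 0% = plate median of test compound wells and 100% = 2 mM ZnCl2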
NALP1 inh: NALP1 inflammasome inhibitors in reconstituted yeast, colorimetric, S. cerevisiae, triplicate retest; S. cerevisiae NALP1/ASC/caspase-1 growth, X-gal OD620, 72 h; inhibition, % at 10 µM; 280,000 compounds, 0.61% hits; in the data active = inhibition mostly above about 24%, no sharp cut-off; inactive = mostly below about 32%; note: some compounds called inactive have numbers as strong as hits
MEKK3 PB1 HTS: modulators of MEKK3-MEK5 PB1 binding, primary screen, biochemical, wildtype MEKK3, multiplex bead flow cytometry, Alexa488-MEK5; 290,000 compounds, 1.4% hits; Mitogen-activated protein kinase kinase kinase 3 (Homo sapiens), Q99759; bead-based flow cytometry, Alexa488-MEK5 binding to MEKK3; actives lie on both sides; 0 = blocked by unlabeled MEK5, 100 = vehicle; AID 1529, 2009; binding response (% of control), % at 10 µM;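 active = binding response more than 3 SD above or below the average of its plate-row segment, actives on both sides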;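 note: Alexa488 bead fluorescence after subtracting the streptavidin-only scavenger bead signal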
Target sequence (Q99759 whole entry, looked up): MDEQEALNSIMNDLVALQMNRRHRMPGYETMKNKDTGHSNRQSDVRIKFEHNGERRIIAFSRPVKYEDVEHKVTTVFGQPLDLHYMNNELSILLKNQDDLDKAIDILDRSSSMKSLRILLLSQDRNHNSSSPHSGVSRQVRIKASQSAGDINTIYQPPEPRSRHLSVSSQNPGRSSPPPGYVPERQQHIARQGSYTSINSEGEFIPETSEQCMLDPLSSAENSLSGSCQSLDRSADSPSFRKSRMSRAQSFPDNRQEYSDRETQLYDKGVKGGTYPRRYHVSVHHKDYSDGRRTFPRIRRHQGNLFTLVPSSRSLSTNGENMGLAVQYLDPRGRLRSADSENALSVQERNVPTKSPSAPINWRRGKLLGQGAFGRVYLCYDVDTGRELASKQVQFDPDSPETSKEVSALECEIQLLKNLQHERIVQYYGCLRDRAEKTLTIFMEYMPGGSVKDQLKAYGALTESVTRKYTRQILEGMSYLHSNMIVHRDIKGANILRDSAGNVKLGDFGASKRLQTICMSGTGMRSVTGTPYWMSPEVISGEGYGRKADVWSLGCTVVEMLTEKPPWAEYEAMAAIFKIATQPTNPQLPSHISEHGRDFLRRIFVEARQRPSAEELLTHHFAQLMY
The depositor's hits bear a star; x = no result given; [ ] = dose if it differs, or a comment.

SMILES	PHOSPHO1 inh	OXTR ag	DNA FID counter	MEKK2 mut-MEK5	MEKK2 WT-MEK5	GPR7 antag	M18AAP inhibitor	NALP1 inh	MEKK3 PB1 HTS
CCC(CC)c1nnc(NC(=O)c2nc3nc(C)cc(C)n3n2)s1	1.7	0.8	-10.5	3.0	104.0	1.1	0.2	-0.2	95.0
Cc1ccc(SCC(=O)Nc2cccc(C)c2)cc1	32.8	-2.7	-18.9	-10.0	91.0	9.4	4.8	5.8	95.0
O=C(CCn1c(=O)oc2ccccc21)Nc1ccccc1	9.6	-1.4	0.1	5.0	106.0	-3.8	3.7	9.4	106.0
Cc1noc(/C=C/c2nn(C)cc2Cl)c1[N+](=O)[O-]	29.8	-0.4	5.3	-7.0	92.0	-15.1	4.2	8.4	95.0
Cc1ccc(-n2c(SCC(=O)Nc3ncc(Cl)cc3Cl)nc3ccccc32)cc1	8.7	-0.3	-36.7	-1.0	99.0	9.7	4.2	41.2	100.0
O=S1(=O)N=C(N2CCCc3ccccc32)c2ccccc21	44.7	-1.6	-4.6	-7.0	88.0	-7.6	1.0	39.4	87.0
O=C(NC1=NCCS1)C1CC(=O)N(c2ccc(Cl)cc2)C1 (configuration not stated)	8.8	-0.5	-10.5	-1.0	98.0	-1.3	-4.1	-2.4	97.0
CC1CCCCN1C(=O)C12CCC(C)(C(=O)C1)C2(C)C (configuration not stated)	-6.8	-0.4	-6.0	-1.0	95.0	-8.8	6.3	6.4	100.0
Clc1cccc(Nc2nc(-c3ccncc3)cs2)c1	-1.1	-1.8	-0.7	8.0	108.0	-16.6	-0.2	-16.3	106.0
CC(C)NC(=O)c1onc(CSc2ccccc2F)c1C(=O)O	33.0	-0.2	-1.9	4.0	107.0	-12.0	10.0	-2.3	103.0
CCCc1nc(SCC(=O)NCC2CCCO2)c2c(=O)n(C)c(=O)n(C)c2n1 (configuration not stated)	21.8	-0.3	-16.1	5.0	107.0	-4.5	-1.4	7.3	99.0
CC(=O)Nc1cc2c3c(c1)CCN3C(=O)CC2	35.5	0.8	3.3	1.0	97.0	-10.7	-2.5	0.3	96.0
CC1(C)OC(C(O)(c2ccccc2)c2ccccc2)[C@@H](C(O)(c2ccccc2)c2ccccc2)O1 (some centres not stated)	-35.5	-1.0	-0.5	-15.0	90.0	-6.3	0.5	10.7	100.0
COc1ccc(-c2oc3ccccc3c2C(=O)OCc2ccc([N+](=O)[O-])cc2)cc1	-24.2	-0.3	-4.3	-8.0	89.0	-1.5	-1.4	20.7	97.0
Nc1nc2nc(-c3ccccc3)cc(C(F)(F)F)c2s1	6.2	-1.3	-13.2	-3.0	93.0	-14.3	2.7	18.6	100.0
Cn1c(=O)n(Cc2ccccc2Cl)c(=O)c2c1[nH]c(=S)n2C	54.5	0.8	-4.8	1.0	108.0	1.2	36.0*	-3.7	101.0
O=C(N/N=C/c1ccc([N+](=O)[O-])cc1)c1cccnc1	x	0.3	1.5	1.0	102.0	2.7	3.7	23.6	103.0
COc1cc(NC(=O)CSc2nnc3n2C(C)(C)Cc2ccccc2-3)cc(OC)c1	22.6	-0.9	-6.7	0.0	97.0	-11.5	-7.6	-3.9	101.0
CC(C)OCCCn1c(-c2ccco2)nc2nc3ccccc3nc21	7.0	0.6	-30.4	x	x	-3.6	0.1	29.6	x
COC(=O)Cc1ccc(NC(=S)NCCSc2ccc(Cl)cc2)cc1	23.9	3.1	-24.7	-10.0	94.0	-12.2	0.6	13.7	92.0
COC(=O)C(O)(CC(=O)Nc1ccc(Cl)cc1F)C(F)(F)F (configuration not stated)	-9.8	0.4	-0.4	4.0	104.0	-4.9	-8.5	19.7	107.0
C=CCNC(=O)C1CCN(S(=O)(=O)c2ccccc2)CC1	45.7	1.2	-3.6	0.0	101.0	-10.9	-34.8	24.9	105.0
N#Cc1ccc(N/N=C/c2cn(-c3ccccc3)nc2-c2ccccc2)c([N+](=O)[O-])c1	1.4	-1.1	-0.4	0.0	98.0	-6.2	-13.8	26.3	95.0
O=S(=O)(Nc1ccc(Cl)cc1)c1ccc(N2CCOCC2)c(NC(=S)NC2CC2)c1	-6.7	4.1	-13.2	-13.0	77.0	10.2	6.8	19.6	83.0
NS(=O)(=O)c1ccc(CCNS(=O)(=O)c2cccs2)cc1	-35.5	0.9	-1.2	7.0	105.0	-0.1	-1.9	1.3	103.0
CCc1nc(SCC(=O)N2CC(=O)Nc3ccccc32)c2c(C)c(C)sc2n1	-16.6	0.6	-4.6	1.0	100.0	-12.3	-4.2	20.3	102.0
O=C(CN1C(=O)c2ccc([N+](=O)[O-])cc2C1=O)NCc1ccco1	1.0	1.1	2.8	-22.0	70.0	-3.6	-11.4	1.7	75.0
O=C1OC(c2cccs2)=N/C1=C/c1ccc(-c2cccc(C(=O)O)c2)o1	-27.6	x	-17.2	-4.0	90.0	-18.7	8.1	8.1	100.0
Cc1cc(C(=O)N/N=C/c2c(C)nn(-c3ccccc3)c2Cl)n[nH]1	32.2	-1.3	-21.8	6.0	103.0	-13.5	3.0	-6.6	103.0
CCOC(=O)Nc1ccc(NS(=O)(=O)c2ccc(C)cc2)cc1	57.4	1.4	-10.4	0.0	109.0	-27.4	-15.1	x	107.0

Filtered by structure: the entries above with a thiophene ring, fused or not (three)
SMILES	PHOSPHO1 inh	OXTR ag	DNA FID counter	MEKK2 mut-MEK5	MEKK2 WT-MEK5	GPR7 antag	M18AAP inhibitor	NALP1 inh	MEKK3 PB1 HTS
NS(=O)(=O)c1ccc(CCNS(=O)(=O)c2cccs2)cc1	-35.5	0.9	-1.2	7.0	105.0	-0.1	-1.9	1.3	103.0
CCc1nc(SCC(=O)N2CC(=O)Nc3ccccc32)c2c(C)c(C)sc2n1	-16.6	0.6	-4.6	1.0	100.0	-12.3	-4.2	20.3	102.0
O=C1OC(c2cccs2)=N/C1=C/c1ccc(-c2cccc(C(=O)O)c2)o1	-27.6	x	-17.2	-4.0	90.0	-18.7	8.1	8.1	100.0

Continued.
SMILES	PHOSPHO1 inh	OXTR ag	DNA FID counter	MEKK2 mut-MEK5	MEKK2 WT-MEK5	GPR7 antag	M18AAP inhibitor	NALP1 inh	MEKK3 PB1 HTS
Cn1c(SCC(=O)C(C)(C)C)nnc1-c1ccc(F)cc1	-46.6	-0.4	-5.2	-8.0	94.0	-1.1	-12.8	-1.2	104.0
O=C(NCC1CCCO1)c1onc(CSc2cccc3ccccc23)c1C(=O)O (configuration not stated)	-78.8	0.1	-22.2	5.0	108.0	-9.8	-1.9	-13.2	99.0
COc1cc(/C=N/NC(=O)CCC(=O)Nc2ccc(C)cc2)ccc1O	8.2	-1.3	1.4	-7.0	96.0	-4.3	-11.8	-9.3	104.0
Cc1c(C(=O)N2CCOCC2)sc(NC(=O)Cc2ccccc2)c1C#N	11.9	0.7	1.6	-8.0	103.0	-5.8	2.2	7.5	99.0
CCOC(=O)c1cnc(-n2nc(C)cc2C)nc1N(CC)CC	38.2	-1.6	-19.1	-1.0	99.0	7.8	3.5	11.8	99.0
CC(C)NC(=O)NC(=O)COC(=O)c1c2c(nc3ccccc13)CCC2	27.9	0.6	-22.4	-1.0	104.0	-6.0	1.1	-4.0	102.0
O=C(NCCS(=O)(=O)N1CCN(c2ccccc2F)CC1)c1ccc(Br)cc1	42.6	0.1	-25.1	2.0	97.0	-11.6	-2.0	0.6	102.0
CC(C)N(C1=N/C(=C\c2ccco2)C(=O)N1c1ccccc1)C(C)C	28.0	-1.3	-10.4	-3.0	101.0	-8.4	-1.4	-7.7	98.0
COc1cc(C(C2C(=O)CC(C)(C)CC2=O)C2C(=O)CC(C)(C)CC2=O)cc(OC)c1OC	26.5	1.2	-7.8	-1.0	101.0	-7.6	-3.7	4.2	102.0
COc1c(N2CCN(C(=S)Nc3ccccc3F)C(C)C2)c(F)cc2c(=O)c(C(=O)O)cn(C3CC3)c12 (configuration not stated)	21.9	-0.4	-5.4	6.0	108.0	-11.9	3.5	x	101.0
CCOC(=O)C1(Cc2cccc(OC)c2)CCN(Cc2cccc(OC)c2OC)CC1	49.8	5.0	6.3	11.0	113.0	-0.5	-3.9	3.4	103.0
CC(C)(C)c1ccc(-c2n[nH]c(=S)n2/N=C/c2ccncc2)cc1	48.5	-1.7	-18.0	-4.0	95.0	0.5	6.6	23.9	97.0
Cc1ccc2nc(CSc3nc(C)cc(C)c3C#N)[nH]c2c1	19.1	-1.1	-6.0	5.0	112.0	1.1	2.5	7.1	98.0
CCCCOc1cccc(-c2nnc(N)s2)c1	24.2	-2.9	-9.0	5.0	102.0	-4.2	-4.2	-12.9	102.0
CCOc1ccccc1NC(=O)C(Sc1nnc2ccccn12)c1ccccc1 (configuration not stated)	-13.9	-0.5	-25.6	3.0	100.0	-12.3	-2.4	23.5	104.0
COc1ccc(N2Nc3n[nH]c(N)c3N2)cc1	-22.9	0.0	2.1	7.0	100.0	-2.2	6.3	-20.2	114.0
Cc1cc([N+](=O)[O-])ccc1NC(=O)C(C)N1CCN(c2ccccn2)CC1 (configuration not stated)	3.5	-3.0	-5.7	-6.0	88.0	8.1	1.7	-6.0	101.0
Cc1ccc(S(=O)(=O)N2c3ccccc3OCC2c2ccccc2)cc1 (configuration not stated)	1.5	-1.9	-8.7	-2.0	97.0	-6.5	-0.5	12.5	104.0
CN(C)S(=O)(=O)N1CCN(S(=O)(=O)N(C)C)CC1	6.1	-0.2	-2.8	-1.0	102.0	2.7	7.3	6.3	102.0
O=C(Cn1c(-c2ccccn2)nc2ccccc21)N/N=C/c1ccccn1	-15.4	1.1	-18.4	-2.0	101.0	-3.5	10.7	0.2	112.0
COc1ccc(NS(=O)(=O)c2cccc(C(=O)Nc3ccccc3C(=O)O)c2)cc1	24.1	-0.7	-8.0	3.0	107.0	-17.5	0.0	4.0	104.0
Cc1cccc(C(=O)N(Cc2nc3ccccc3c(=O)[nH]2)C2CCCCC2)c1	47.7	-2.4	-45.8	-1.0	94.0	-19.0	5.8	-7.9	74.0*[inhibitor]
COC(=O)c1cccc(NC(=O)Cc2nc(-c3ccccc3)sc2-c2ccc(C)cc2)c1	14.0	-1.3	-0.9	-1.0	112.0	-5.1	2.3	18.9	103.0
Cc1nn(CC(=O)Nc2ccc(F)cc2)c(=O)c2ccccc12	18.5	-0.1	-13.0	7.0	111.0	1.2	-5.2	0.9	103.0
O=C(CSc1ccc2ccccc2n1)c1ccc2c(c1)OCO2	25.8	1.2	-8.6	5.0	103.0	0.4	-0.3	-8.2	106.0
Cc1noc(C)c1CSc1ccc2ccccc2n1	-16.8	-1.0	-8.7	9.0	105.0	-3.4	0.9	19.9	106.0
O=C(CCC1CCCN(c2ncccn2)C1)NCc1ccc(F)c(F)c1 (configuration not stated)	-0.8	-1.1	-14.5	-5.0	91.0	0.3	-14.0	10.5	101.0
CC(C)COC(=O)NCC12C=CC(O1)C1C(=O)N(c3ccc(Cl)cc3)C(=O)C12 (configuration not stated)	17.3	2.6	0.4	4.0	100.0	-7.4	-16.9	3.0	103.0
